# Bioassay records as filed in PubChem.
# V-ATPase pHluor – regulators of yeast V-ATPase proton pumping, primary screen, pHLuorin cytosolic pH fluorescence. response, % at 10 µM. hit rate 0.37% among 350,000. AID 504577, 2011. S. cerevisiae; in the data active means response mostly above about 7.3%, no sharp cut-off; inactive means mostly below about 5.4%; further: actives read high; inactives centre near 0; some compounds called inactive have numbers as strong as hits; reference of the scale not given here
# OPRM1-OPRD1 ag – agonists of OPRM1-OPRD1 heterodimerization, primary screen, cell-based, luminescence. cells. activation, % at 9.3 µM. hit rate 0.3% among 340,000; in the data active means activation above about 18%;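 further: 0% = vehicle-treated cells and 100% = reference agonist; values of inactives mirror those of a sister screen read the other way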
# Target sequence (P35372 whole entry, looked up): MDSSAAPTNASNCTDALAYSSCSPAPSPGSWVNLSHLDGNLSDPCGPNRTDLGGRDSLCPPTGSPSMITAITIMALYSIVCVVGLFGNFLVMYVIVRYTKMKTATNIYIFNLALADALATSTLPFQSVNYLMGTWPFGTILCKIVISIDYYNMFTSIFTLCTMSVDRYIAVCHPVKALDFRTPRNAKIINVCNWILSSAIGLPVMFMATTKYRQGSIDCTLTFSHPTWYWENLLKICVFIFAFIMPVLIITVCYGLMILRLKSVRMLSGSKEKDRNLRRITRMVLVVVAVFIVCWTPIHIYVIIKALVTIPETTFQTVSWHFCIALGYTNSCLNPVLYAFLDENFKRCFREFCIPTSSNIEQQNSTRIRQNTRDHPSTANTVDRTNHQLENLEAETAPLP
# Target sequence (P41143 whole entry, looked up): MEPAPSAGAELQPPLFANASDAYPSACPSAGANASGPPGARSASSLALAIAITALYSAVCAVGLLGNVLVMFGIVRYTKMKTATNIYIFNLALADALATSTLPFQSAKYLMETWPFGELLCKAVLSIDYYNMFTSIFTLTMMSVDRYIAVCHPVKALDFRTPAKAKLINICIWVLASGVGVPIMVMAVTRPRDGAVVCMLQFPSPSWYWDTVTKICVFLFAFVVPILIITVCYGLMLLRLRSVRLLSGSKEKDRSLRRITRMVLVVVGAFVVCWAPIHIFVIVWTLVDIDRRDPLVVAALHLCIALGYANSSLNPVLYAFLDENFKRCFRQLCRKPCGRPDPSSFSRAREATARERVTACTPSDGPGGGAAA
# Pemphigus Ab inh – inhibitors of pemphigus antibody binding to DSG3, primary screen, biochemical, bead-based, flow cytometry, scFv-GFP | Desmoglein-3 (Homo sapiens), P32926 | DSG3-coupled beads, scFv-anti-DSG3-GFP binding; stronger effect = lower value | binding (percent of control), % at 10 µM | hit rate 0.48% among 310,000 | AID 588358, 2011;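 active means binding more than 3 SD below its plate's average and above zero; inconclusive means below that plate limit but binding exactly zero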; further: some compounds called inactive have numbers as strong as hits
# RTF Ca sens inh – cardiac RTF calcium sensitivity inhibitors, primary screen, biochemical, IANBD-TnC fluorescence, EC70 calcium. Troponin I, cardiac muscle (Homo sapiens) + Troponin T, cardiac muscle (Homo sapiens) + …. IANBD-labeled cardiac RTF, Ca2+ fluorescence. inhibition, % at 7.15 µM. hit rate 0.12% among 340,000;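 active means inhibition above the mean inhibition of all tested compounds plus 3 SD, cut at about 17% in these data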;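 further: assay run at fixed EC70 calcium of 1.6 mM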
# Arr AP2 block – inhibitors of beta-arrestin/AP2 binding, primary screen, biochemical, GPCR trafficking, flow cytometry; beta-arrestin 1 C-terminal peptide binding to AP2 beta2-adaptin appendage (human); FITC-arrestin peptide / GST-AP2 beads; AP2 beta2 appendage carries R879A mutation; inhibition, % at 10 µM; hit rate 0.31% among 340,000;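 active means inhibition above a set limit, near 3 SD of compounds lacking own fluorescence, cut at about 54% in these data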;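 further: plate controls were DMSO wells for no effect and 5 µM unlabelled arrestin peptide for full effect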
#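 system = GST-tagged AP2 beta2-adaptin appendage (R879A) on 4 µm glutathione beads | reagent = FITC-labelled arrestin peptide probe, 50 nM final | schedule = compound with beads 12 min RT, then probe 1 h RT | signal = HyperCyt-sampled flow cytometry, FL1 channel, ex 488/em 535 nm | read-out = percent response from loss of bead-bound FITC fluorescence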
# LANA DNA inh – inhibitors of KSHV C-LANA binding to DNA, primary screen, biochemical, fluorescence polarization, FAM-LBS DNA, MBP-C-LANA, single point. Kaposi's sarcoma herpesvirus LANA C-terminal domain (residues 932-1162) DNA binding. inhibition, % at 9 µM. hit rate 0.078% among 340,000. AID 504423, 2011;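 active means highest replicate inhibition at or above 60% at 9 µM, even if other replicates fall short; inactive means all replicates below 60% inhibition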;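 further: 0% = neutral control wells and 100% = 4 µM acridine orange control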
# MOR-DOR inv ag – inverse agonists of MOR-DOR heterodimerization, primary screen, cell-based, luminescence; Mu-type opioid receptor (Homo sapiens) + Delta-type opioid receptor (Homo sapiens), …; cell-based MOR-DOR heterodimer luminescence, inverse agonism; inhibition, % at 9.3 µM; hit rate 0.21% among 340,000; in the data active means inhibition above about 22%, passing the limit was not always enough;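 further: 0% = cells with DMSO and 100% = wells without cells with DMSO; values of inactives mirror those of a sister screen read the other way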
# Keap1 Nrf2 FP – Keap1-Nrf2 protein-protein interaction inhibitors, primary screen, biochemical, fluorescence polarization, single point | inhibition, % at 9.4 µM | hit rate 0.15% among 340,000 | Keap1 Kelch-Nrf2 peptide fluorescence polarization, 1536-well | Kelch-like ECH-associated protein 1 (Homo sapiens), Q14145 | AID 504523, 2011; in the data active means inhibition above about 12%; inconclusive means no clear call, values can overlap the other calls; inactive means below about 7.3%;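 further: human Keap1 Kelch domain with fluorescein labeled Nrf2 9mer peptide probe; 0% = neutral control wells and 100% = peptide positive control; higher means more block of Keap1 binding to Nrf2 peptide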
# Wnt bcat act – Wnt/beta-catenin pathway activators, primary screen, cell-based, plate reader, single point. Wnt/beta-catenin reporter cell assay, activator. activation, % at 9.35 µM. hit rate 1.2% among 300,000. AID 743398, 2014; in the data active means activation above about 30%, passing the limit was not always enough; inconclusive means no clear call, values can overlap the other calls;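 further: 0% = neutral control wells and 100% = positive control wells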
# cardiac RTF act – cardiac RTF calcium sensitivity activators, primary screen, biochemical, IANBD-TnC fluorescence, EC20 calcium; Troponin I, cardiac muscle (Homo sapiens) + Troponin T, cardiac muscle (Homo sapiens) + …; IANBD-labeled TnC RTF fluorescence at EC20 calcium; 0% EC20 calcium, 100% full calcium; activation, % at 7.2 µM; hit rate 0.24% among 340,000; AID 493008, 2010;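 active means activation above the mean over all tested compounds plus 3 SD, cut at about 30% in these data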;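 further: rise in fluorescence read as greater calcium sensitivity of cardiac thin filaments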
# Numbers without * were called inactive; u = inconclusive; x = no result given.
mol	Wnt bcat act	RTF Ca sens inh	LANA DNA inh	Arr AP2 block	Keap1 Nrf2 FP	cardiac RTF act	V-ATPase pHluor	MOR-DOR inv ag	OPRM1-OPRD1 ag	Pemphigus Ab inh
O=C(Cc1cccc(F)c1)Nc1ccc2c(c1)CCC2	-2	-17	0.9	12	-3	-5	7	-29	3.5	121
O=C(COC(=O)c1ccc([N+](=O)[O-])cc1)NC12CC3CC(CC(C3)C1)C2	6	-5	-5.3	31	1	-3	-1	-24	5.9	x
O=C(NNC(=O)c1nn(-c2ccc(F)cc2)ccc1=O)c1ccccc1Cl	3	2	0.4	-2	-4	1	1	11	-2.1	112
O=C(COc1ccccc1)Nc1ccc(N2CCN(C(=O)c3cccs3)CC2)cc1	-2	2	0.6	-13	4	0	0	3	-0.6	105
CSc1cccc(NS(=O)(=O)c2ccc(F)cc2)c1	-2	10	0.0	-3	-4	4	-6	1	-0.2	94
O=C(CSc1nnc(NC(=O)C2CC(=O)N(c3ccc(F)cc3)C2)s1)NCc1ccco1 (centres undefined)	1	-10	0.8	32	-3	-2	-3	12	-1.7	100
CC(NC(=O)COC(=O)c1ccc2c(=O)n3c(nc2c1)CCCCC3)c1ccccc1 (centres undefined)	-2	0	-1.2	19	0	-2	-1	5	-1.2	101
COc1ccc(C(=O)N=c2sccn2C)cc1	2	1	-0.1	3	-5	5	-2	14	-2.9	100
CCn1c(C)nc2cc(C(=O)NNC(=O)Nc3cccc(Cl)c3)ccc21	-1	x	1.2	-3	-2	x	2	x	x	100
CCC1=C(OC(=O)N(CC)CC)N2C(=O)OC(=NCC3CC3)[C@]2(Cc2ccccc2)[C@H]2C1=CC[C@H]1C(=O)N(CC)C(=O)[C@H]12	-1	-7	0.3	11	-7	-3	0	18	-3.1	111
COc1cccc(-c2nc(CS(=O)(=O)CC(=O)NCCC(C)C)c(C)o2)c1	38*	0	-0.4	-16	-6	-1	-2	-4	0.6	96
COc1ccc(OC)c(C2=NOC(C(=O)Nc3cc(C)nn3-c3ccccc3)C2)c1 (centres undefined)	-3	-6	1.1	-5	0	4	-5	4	-0.6	97
Cc1ccc(S(=O)(=O)N/N=C2/CC(=O)CC(C)(C)C2)cc1[N+](=O)[O-]	0	2	0.8	13	-5	0	-3	2	-0.4	92
CCN(CC)S(=O)(=O)c1ccc(-c2nnc(SCc3nnc(-c4ccccc4)o3)o2)cc1	2	1	0.8	-7	-3	11	0	-6	1.0	100
CCC1CCCCN1C(=O)CCn1c(=O)oc2ccccc21 (centres undefined)	-1	-7	1.2	9	0	-2	-2	-9	1.6	107
O=C(CN1CCN(S(=O)(=O)c2ccc(Br)cc2)CC1)Nc1ccc2c(c1)OCO2	x	-3	0.1	1	-2	2	-2	20	-3.4	105
CCCCOC(=O)c1ccc(NS(=O)(=O)c2cc(-c3nnnn3CC)ccc2OC)cc1	x	-4	0.6	3	0	-4	2	3	-0.5	102
OCCN=c1cc(-c2ccccc2)oc2ccc(Cl)cc12	18	-1	-5.0	20	-3	3	1	22	-3.9	110
COc1ccc(C(=O)/C=C/c2ccc(O)cc2)c2c1CC(O)C(C)(C)O2 (centres undefined)	-5	-5	-1.1	8	-4	-4	-2	12	-2.5	96
O=C(/C=C/c1c(Cl)cccc1Cl)NCCc1ccccc1	14	1	0.7	-6	1	-2	-1	-1	0.2	101
CN1CCN(Cc2c(O)ccc3c(-c4ccccc4)cc(=O)oc23)CC1	x	-3	-0.5	5	2	1	-1	12	-2.0	101
Cc1cc(C)nc(-n2nc(C)cc2NC(=O)CN2CCCC(C)C2)n1 (centres undefined)	x	-4	-2.4	-2	-9	6	-3	-10	1.6	107
COC(=O)CC1C(=O)NC2CCCCC2N1C(=O)CCl (centres undefined)	0	x	-2.5	-6	-2	x	5	x	x	98
O=C(O)C1=C[C@H](c2ccc(F)cc2)C[C@H](OCc2ccc(CO)cc2)O1	-2	-31	-3.6	22	-6	-1	-2	10	-1.9	97
CCC(C(=O)NCCCN1CCOCC1)n1c2ccccc2c2nc(=O)cc(C)n21 (centres undefined)	-2	-14	-2.1	1	-3	-5	0	8	-1.5	94
NC(=S)Nc1cccc(F)c1	1	-5	2.4	6	-4	1	1	2	-0.5	x
CC(C)Cn1c(N)c(C(=O)CSc2ccccc2)c(=O)n(C)c1=O	-4	-5	1.7	10	2	-4	1	-36	6.8	90
CCOc1ccc(OCC(=O)OC(C)C(=O)NC2CCCCC2C)cc1 (centres undefined)	-1	-8	0.4	4	1	1	-6	13	-3.4	105
O=C(Cc1cccc2ccccc12)NCC(=O)N1CCN(Cc2cccc(C(F)(F)F)c2)CC1	-4	2	0.3	-1	-4	2	2	-4	1.0	102
CC(NC(=O)COc1ccccc1)C(=O)NC1=NCCS1 (centres undefined)	2	2	0.5	4	-6	1	3	11	-2.0	97
NC(=O)NC(c1ccccc1)c1ccccc1	-2	-1	-0.2	-1	0	2	-3	7	-1.2	105
CC(C)=CCC(C)(C)C1OCCN1C(=O)c1ccccc1 (centres undefined)	x	-2	1.0	-7	2	-2	0	9	-1.7	93
CC(C)N(Cc1ccccc1)C(=O)COC(=O)c1cnc(Cl)c(Cl)c1	-2	2	1.1	-10	3	-4	-3	19	-3.7	88
CCCn1cc(SCC(=O)Nc2cc(C)on2)c2ccccc21	-1	2	0.1	1	0	-3	0	18	-3.3	99
Cc1ccc(Nc2ncnc3sc(C)c(C)c23)cc1C	x	6	2.7	7	-1	5	3	-2	0.3	95
CCOC(=O)C1=C(N)Oc2cc(O)ccc2C1c1ccc(C)cc1 (centres undefined)	-2	0	-0.6	9	2	-1	0	-71	15	99
CCCCn1c(SCc2nc3ccccc3s2)nc2cc(S(N)(=O)=O)ccc21	x	-2	-1.5	-7	-9	2	4	-14	2.7	101
COc1ccc(Cl)cc1C(=O)CSc1nnnn1C1CCCCC1	-1	-5	-1.0	-2	-5	4	2	-17	3.1	103
Cc1ccc(C(=O)N2CCN(C3c4cccc5cccc(c45)C3NS(=O)(=O)c3ccccc3)CC2)cc1 (centres undefined)	x	-17	2.3	-5	-1	0	-8	22	-4.0	101
CCc1cccc2c(C(=O)CCl)c[nH]c12	4	-6	-0.6	28	3	7	3	12	-2.4	102
O=C(CSC(=S)N1CCSCC1)c1ccccc1	22	-2	0.0	16	-4	-1	0	6	-1.2	111
CCOc1ccc(N(CC(=O)NCC2CCCO2)S(=O)(=O)c2ccc(SC)cc2)cc1 (centres undefined)	0	0	-1.8	26	-1	-3	2	-1	0.2	106
CCn1c2ccccc2c2nnc(SCC(=O)NC3CCS(=O)(=O)C3)nc21 (centres undefined)	x	9	1.3	x	-5	3	2	11	-2.1	100
C#CCOC(=O)c1ccccc1C(=O)OCC#C	-1	-3	-0.2	-6	-1	0	2	11	-2.5	105
COc1ccc(OC)c(S(=O)(=O)N(C(C)=O)c2ccc3oc(=O)sc3c2)c1	-1	-8	-0.4	15	3	4	1	5	-0.8	99
O=C(Nc1ccncc1)c1ccc(Cl)c(S(=O)(=O)N2CCCC2)c1	-6	3	1.0	16	3	-5	0	-10	1.6	102
CC(=O)Nc1ccc(S(=O)(=O)N2CCN(c3ccccn3)CC2)cc1	x	-5	0.5	5	2	-3	3	16	-3.1	101
CC(=O)c1cccc(NC(=O)CN2C(=S)NC(C)(C)CC2C)c1 (centres undefined)	-1	-6	2.1	-6	1	-2	7	4	-0.8	113
C=C(Br)Cn1cnc2ccccc21	1	-8	-0.3	-1	-1	-3	1	10	-1.7	100
CCN(CC)CCNC(=O)c1cn(CC)c2cc(N3CCN(C)CC3)c(F)cc2c1=O	0	0	-3.3	4	-8	-4	2	17	-3.9	97
O=C(C1=C(O)C(=O)N(Cc2ccccc2)C1c1cccnc1)c1ccco1 (centres undefined)	-2	-3	-0.4	10	4	2	-2	11	-2.3	65*
Cc1ccc(S(=O)(=O)N2[C@@H](c3ccc4c(c3)OCO4)C(C(=O)O)=C[C@H]2C(C)(C)C)cc1	-2	-10	-0.9	-3	-3	3	1	10	-2.1	96
O=C(NC1CCOCC1)C1CCC(=O)N(Cc2cccc(C(F)(F)F)c2)C1 (centres undefined)	-1	-1	-0.5	6	2	-1	3	16	-3.1	105
Cc1ccc(S(=O)(=O)N(C)C)cc1NC(=O)c1cccs1	2	x	2.5	5	-4	x	5	x	x	96
COC(=O)[C@H]1CCCN1C(=O)Nc1cccc(Oc2c(F)c(F)c(F)c(F)c2F)c1	-6	-2	0.5	14	0	-1	-3	8	-1.3	94
O=C1C=C(c2ccc(Br)c3ccccc23)C[C@@H](c2ccc3c(c2)OCO3)C1	1	4	0.9	-7	-5	16	-8	5	-0.9	104

# (more compounds)
mol	Wnt bcat act	RTF Ca sens inh	LANA DNA inh	Arr AP2 block	Keap1 Nrf2 FP	cardiac RTF act	V-ATPase pHluor	MOR-DOR inv ag	OPRM1-OPRD1 ag	Pemphigus Ab inh
COc1cc(CC(NC(C)=O)C(=O)NC2CCN(C(=O)c3cc(OC)c(OC)c(OC)c3)CC2)cc(OC)c1 (centres undefined)	1	3	0.1	33	1	-2	-1	5	-0.9	100
Cc1cc(SCC(=O)N2CCN(C(=O)c3ccco3)CC2)c(C)cc1Br	-2	1	1.4	-3	-1	-3	2	6	-1.2	97
Cc1ccc(OC(C)C(=O)Nc2ccc(S(=O)(=O)N3CCOCC3)cc2)cc1 (centres undefined)	-1	-4	-0.6	-1	5	1	0	-8	1.6	100
Cc1occc1-c1nnc(SCC(=O)c2cc3ccccc3oc2=O)o1	x	-1	0.2	6	-4	-2	0	16	-2.9	102
COc1cccc(CNC(=O)CSc2nc3c(oc4ccccc43)c(=O)n2CC2CCCO2)c1 (centres undefined)	-1	-2	0.9	-2	3	6	2	17	-3.3	x
CC(C)C(=O)Nc1ccc(-c2nnc(-c3ccccc3)o2)cc1	u	-6	-2.7	13	1	-6	0	3	-0.7	98
Cc1ccc(S(=O)(=O)N(C)CC(=O)NCc2ccncc2)cc1	x	-2	0.4	-3	-2	-3	-1	9	-1.8	98
